# Assay outcomes (PubChem)
# mHtt clearance: mutant huntingtin protein clearance. 0.42% of 47,000 active. inhibition, % at 1.5 µM. HeLa Exon1htt(103Q)mCFP, aggregate imaging; zero = plate's median compound well;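 active = inhibition of aggregate fluorescence above about 70%, also judged a hit by eye on the cell image, limit read from the data, passing the limit was not always enough; inconclusive = no rule stated for this call; inactive = not judged a hit on image review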;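 also: cells exposed to compound for three days before fixation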
# mHtt clearance grain fraction: recorded beside mHtt clearance, whose call it bears; fraction fluorescence in grains; measured here: aggregate grain fluorescence fraction; active compounds read low;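 scaled fraction of total cell fluorescence in grains with unit not stated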
# Numbers without * were called inactive; i = inactive; ? = inconclusive; nt = not tested or not shown.
# Below each SMILES – mHtt clearance	mHtt clearance grain fraction
CCOC(=O)c1c(CN2CCCCC2C)oc2ccc(OC)cc12 (configuration not stated)
→ -3	21
COC(=O)c1cc(NC(=O)Cc2ccc(OC)c(OC)c2)cc(C(=O)OC)c1
→ -32	53
O=C(c1ccco1)N1CCN(C(=O)c2cc3c(s2)-c2ccccc2OC3)CC1
→ -21	37
COc1ccc(NC(=O)C(C)NS(=O)(=O)c2ccccc2)cc1Cl (configuration not stated)
→ -19	24
CCOC(=O)Nc1ccc(Oc2ccccc2)cc1
→ 50	8.4
CCOC(=O)CSc1nnc(Cc2ccccc2)n1-c1cccc(Cl)c1
→ 23	34
NC(=O)Cn1c(=O)n(CCCC(=O)NC2CCN(Cc3ccccc3)CC2)c(=O)c2ccccc21
→ -42	34
CCCCCNC(=O)CCc1ccccc1
→ -50	30
CCN(CC)CCCNc1nc2ccccc2[nH]1
→ -31	65
CC(=O)Nc1ccc(OC/C=C(\C)Cl)cc1
→ -27	49
CC(NC(=O)Nc1cccnc1)(C(F)(F)F)C(F)(F)F
→ -108	89
Cc1cccc(C)c1NC(=O)COC(=O)c1nonc1N
→ 0	20
COC(=O)Cc1c(C)c2ccc(O)c(CN3CCCC(C)C3)c2oc1=O (configuration not stated)
→ -18	24
Cc1ccc2c(C)nc(NC3=NCN(C(C)C)CN3)nc2c1
→ -27	23
COc1cc2[nH]c3c(N4CCN(c5ccc(Cl)cc5)CC4)ncnc3c2cc1OC
→ 43	24

# (continued)
# Below each SMILES – mHtt clearance	mHtt clearance grain fraction
O=C(CSc1nc2ccccc2[nH]1)Nc1ccccc1F
→ -7	25
Clc1cccc(CSc2nnc(-c3cccnc3)n2Cc2ccco2)c1
→ 14	18
CCCn1c(=O)c(-c2ccccc2)c(O)c2ccccc21
→ -29	46
O=C1C2=C(NC(=S)NC2c2ccc(Cl)cc2)NC(c2ccc(Cl)cc2)N1c1ccc(Cl)cc1 (configuration not stated)
→ -5	42
COC(=O)C1C(c2ccccc2)C(C(=O)N2CCOCC2)C1c1ccccc1 (configuration not stated)
→ 4	20
CCCOc1ccc(C2=NNC(c3cccs3)=Nc3ccc(OC)cc32)cc1
→ 65	6.3
Oc1ccc(C=Nc2ccc3ncccc3c2)c(O)c1
→ 43	19
CCCOc1ccccc1-c1nc(SCCC(=O)O)n[nH]1
→ -29	25
Cc1ccc(C(=O)C2C(c3cccs3)NC(=O)NC2(O)C(F)(F)F)cc1 (configuration not stated)
→ 12	16
COc1cccc(C2NC(=O)NC(C)=C2C(=O)Nc2cccc(C)c2C)c1 (configuration not stated)
→ 18	27
COc1ccccc1-c1nnc2sc(COc3ccc(F)cc3)nn12
→ -7	36
CCN1CCN(c2nc3c(c(=O)[nH]c(=O)n3C)n2CCCSc2ncccn2)CC1
→ -20	24
COc1ccc(CNc2nc3c(c(=O)n(Cc4ccc(Br)cc4)c(=O)n3C)n2C)cc1
→ 10	20
O=C(CSCC(=O)N1CCOCC1)Nc1ccccc1
→ 27	13
Oc1c(Cl)cc(Cl)c2c1NCCC2
→ -19	23

# The list goes on.
# Below each SMILES – mHtt clearance	mHtt clearance grain fraction
CCSc1nc(C)c(CC)c(C)c1C(N)=O
→ -4	20
CCc1nc2scc(-c3ccccc3)c2c(=O)n1N
→ -14	22
CCOC(=O)C1=C(c2ccccc2)NC(=S)NC1c1cc([N+](=O)[O-])ccc1OC (configuration not stated)
→ 49	16
CCCCC(=O)Nc1ccc(C(=O)N2CCN(C)CC2)cc1
→ -70	28
Cc1cccc(N2CCN(C(=O)c3ccncc3)CC2C)c1 (configuration not stated)
→ 24	28
Cc1onc(-c2ccccc2Cl)c1C(=O)Nc1ccccc1
→ 34	13
O=C(CSc1ncnc2c1oc1ccccc12)OCc1ccccc1
→ -15	39
O=C(NCc1ccco1)c1cc(-c2cccc(Cl)c2)on1
→ 14	35
O=C(Nc1nnc(CCN2CCCCC2)s1)C1CCCCC1
→ -2	22
COc1ccc(CN(Cc2ccco2)S(=O)(=O)c2ccc(S(=O)(=O)N3CCCC3)cc2)cc1
→ 26	17
CCOC(=O)c1ccc(NC(=O)CCS(=O)(=O)c2ccc(Br)s2)cc1
→ 0	19
Cc1cccc(C)c1NC(=O)CSc1nnc(-c2ccoc2C)n1C
→ -27	46
Cc1ccc(NC(=O)CN2C(=O)NC3(CCC(C)CC3)C2=O)c(Cl)c1 (configuration not stated)
→ 67	9.8
COc1ccc(-c2noc(CN(C(=O)c3ccc(OC(C)=O)cc3)C(C)C)n2)cc1OC
→ 15	32
O=C(CN(CC1CCCO1)C(=O)CCC(=O)Nc1ccccn1)NCc1ccccc1 (configuration not stated)
→ 31	14

# More entries follow:
# Below each SMILES – mHtt clearance	mHtt clearance grain fraction
C=CCNC(=O)C1CC(=O)N(c2ccc(OCC(=O)NCc3ccccc3)cc2)C1 (configuration not stated)
→ 42	11
N#CC(C(=O)OC1CCCCC1)c1nc2ccccc2nc1N1CCOCC1 (configuration not stated)
→ -30	48
CCOC(=O)c1c(C)c2c(n1C)CCC/C2=N\O
→ i	474
CC1CC(C)CN(c2nc3c(c(=O)[nH]c(=O)n3C)n2CCCSc2nc3ccccc3s2)C1 (configuration not stated)
→ 36	12
O=C(C1CCC(C(=O)N2CCCCC2)CC1)N1CCCCC1 (configuration not stated)
→ -20	21
CCCCc1ccc(-c2ccc(Br)cc2O)nc1
→ 7	18
CCOc1ccccc1NC(=O)Nc1c(C)n(-c2ccccc2)c(=O)n1C
→ 29	27
Cc1scc(C(=O)N/N=C/c2ccco2)c1C
→ ?	nt
Cc1c(C(=O)N2CCCCC2)sc(NC(=O)C23CC4CC(CC(C4)C2)C3)c1C#N
→ 38	11
COc1ccc(N2C(=O)CC(NCc3cccs3)C2=O)cc1 (configuration not stated)
→ -36	28
CC(C)N=C(NC#N)SCc1ccccc1F
→ 30	24
COc1ccc(-c2nnc(SCC(=O)c3ccc(C)o3)o2)cc1
→ -29	21
COc1cc(C2NC(=O)NC(C)=C2C(=O)OCC2CCCO2)ccc1O (configuration not stated)
→ -5	20
Cc1ccc(-n2c(SCc3cn4ccsc4n3)nc3ccccc3c2=O)cc1
→ -3	20
COC(=O)CSc1cc(C)nc(SC)n1
→ 56	10

# Compounds from the list above that have bromine:
# Below each SMILES – mHtt clearance	mHtt clearance grain fraction
COc1ccc(CNc2nc3c(c(=O)n(Cc4ccc(Br)cc4)c(=O)n3C)n2C)cc1
→ 10	20
CCOC(=O)c1ccc(NC(=O)CCS(=O)(=O)c2ccc(Br)s2)cc1
→ 0	19
CCCCc1ccc(-c2ccc(Br)cc2O)nc1
→ 7	18

# The listing continues.
# Below each SMILES – mHtt clearance	mHtt clearance grain fraction
CCC(CC)C(=O)Nc1c2c(nn1-c1ccc(OC)cc1)CS(=O)C2 (configuration not stated)
→ -21	21
Cn1c(C(=O)OCC(=O)NCc2cccs2)cc2sccc21
→ -3	23
CCC(=O)NC(=Nc1nc2ccccc2s1)NC(=O)CC
→ -10	37
Cc1ccc(OC(=O)c2ccc(Br)o2)cc1
→ -24	49
Cc1cc2c(cc(C(=O)O)n2C)s1
→ 11	15
CN(CCc1ccccn1)C(=O)CCNC(=O)Cn1cnc2ccccc2c1=O
→ 14	16
O=c1[nH]c2cc3c(cc2cc1C(c1nnnn1C1CCCC1)N1CCSCC1)OCCO3 (configuration not stated)
→ 34	15
CC(=O)c1ccc(Nc2nc(NCCO)nc(OC(C(F)(F)F)C(F)(F)F)n2)cc1
→ 3	17
CCN1CC=C2C(C1)C(c1ccc(Cl)s1)C(C#N)=C(N)C2(C#N)C#N (configuration not stated)
→ -69	62
CC1C2C(C)N(C)C(=O)N(C)C2N(C)C(=O)N1C (configuration not stated)
→ 46	9.3
C=CCn1c(SCC(=O)Nc2ncc(Cc3cc(Cl)ccc3Cl)s2)nnc1-c1ccncc1
→ 21	24
CCCCOc1cccc(NC(=O)CSc2nccn2C)c1
→ -30	22
CCOC(=O)Nc1ccc2c(c1)N(C(=O)N(C)C)c1ccccc1CC2
→ 25	15
CCOC(=O)c1c(N)sc2c1C1CCN2CC1
→ 65	11
C=CCn1c(NCc2ccc3c(c2)OCO3)nc2ccccc21
→ ?	nt

# (further entries)
# Below each SMILES – mHtt clearance	mHtt clearance grain fraction
CC1CCCN(C(=O)CSc2nnc(-c3c[nH]c4ccccc34)o2)C1 (configuration not stated)
→ 6	32
Cn1c(=O)[nH]c(=O)c2c1nc(N1CCOCC1)n2CCCSc1ncccn1
→ 20	16
COc1ccc(OC)c(NC(=O)C2CCCN2C(=O)C2CCC(C)CC2)c1 (configuration not stated)
→ 23	28
COc1ccc(CC(=O)NC2CCN(Cc3nnnn3C(C)(C)C)CC2)cc1OC
→ 50	9
CCN(CC)CCNC(=O)Cn1nc(-c2ccccc2)c2ccccc2c1=O
→ -23	49
CC(=O)N1CCCc2cc(S(=O)(=O)NC(C(=O)NCc3ccc(C)cc3)C(C)C)ccc21 (configuration not stated)
→ -44	50
[O-][n+]1onc2c1CCc1c-2nn(-c2ccccc2Cl)[n+]1[O-]
→ -20	40
CCN1C=CC2=C(C#N)C(N)C(C#N)(C#N)C(c3ccccc3C(F)(F)F)C2C1 (configuration not stated)
→ -98	35
CC(C)CN(C(=O)COC(=O)Cn1cnc2ccccc2c1=O)C1CCS(=O)(=O)C1 (configuration not stated)
→ -22	44
Clc1ccc(Cl)c(-c2ccc(/C=N/c3ncn[nH]3)o2)c1
→ -25	42
Cc1ccc(CCC2C3=C(CCCC3=O)OC3=C2C(=O)CCC3)cc1
→ -6	21
CC(=O)NC(Cc1c[nH]c2ccccc12)C(=O)OCC(=O)Nc1cc(C)on1 (configuration not stated)
→ 0	19
CC1=C(C(N)=O)C(c2ccco2)C(C(N)=O)=C(C)N1
→ -3	21
Cc1ccc(CNc2nc(N)c([N+](=O)[O-])c(Nc3ccc(F)cc3)n2)cc1
→ -40	53
Cc1ccc2oc(=O)c3cnn(CC(=O)N4CCN(c5ccccc5)CC4)c3c2c1
→ -133	121

# Next section
# Below each SMILES – mHtt clearance	mHtt clearance grain fraction
CC(=O)N1CCN(c2ccc(NCc3cccs3)cc2)CC1
→ 22	15
COc1cccc(C2N(c3cccc(Cl)c3)C(=O)C3CCCN32)c1 (configuration not stated)
→ -182	116
CCOC(=O)C1CCN(C(=O)CSc2ccccc2)CC1
→ 16	14
COc1ccc(-c2cc3nc(-c4ccccc4)cc(N4CCC5(CC4)OCCO5)n3n2)cc1
→ -25	43
CCOC(=O)c1nnc2cc(-c3ccccc3)nn2c1C
→ 26	15
Cc1cc2cc(CN(CCCO)S(=O)(=O)c3cccc4nsnc34)c(=O)[nH]c2cc1C
→ 26	27
Cc1cc(N2C(=O)C3CC=CCC3C2=O)no1 (configuration not stated)
→ -46	24
c1ccc(-c2nc3c(ccc4ccccc43)[nH]2)nc1
→ 8	17
CC(C)OC(=O)CSc1ncnc2c1cnn2-c1ccccc1
→ -34	46
O=C(CSc1ncc(-c2ccc(F)cc2)n1Cc1ccco1)Nc1nccs1
→ 32	14
O=C(C1CCCN(S(=O)(=O)c2cccc3nsnc23)C1)N1CC=C(c2ccccc2)CC1 (configuration not stated)
→ -24	26
COCCN(CC(=O)NCC1CCCO1)C(=O)CCC(=O)Nc1cc(C)on1 (configuration not stated)
→ 49	11
Cc1ccc(SCc2[nH]nc3c2C2(CCSCC2)C(C#N)=C(N)O3)cc1
→ 9	18
CC(C)CCNC(=O)Cn1c2c(c(-c3ccccc3Cl)cc1=O)CCC2
→ 37	31
CC(C)(C)n1ncc2c(=O)n(CC(=O)Nc3ccc(Cl)cc3)cnc21
→ 21	26

# Further entries follow.
# Below each SMILES – mHtt clearance	mHtt clearance grain fraction
O=C(O)CCC(=O)Nc1ccc(N2CCOCC2)cc1
→ 39	21
O=C(Nc1ccc(S(=O)(=O)NC2CCCCC2)cc1)c1ccco1
→ 42	11
Cc1ccc(N2C(=O)C3C(C2=O)C(C(=O)c2ccc(Cl)cc2)N2CCCC32)cc1 (configuration not stated)
→ -53	32
COc1cccc(N=c2oc3c(C)ncc(CO)c3cc2C(N)=O)c1
→ -49	65
Cc1ccc(NC(=O)CSc2nc3ccccc3c(=O)n2CCCN2CCCCC2)cc1C
→ -2	41
CC(C)(C)n1[nH]c2c3c(ccc2c1=O)C(=O)c1ccccc1C3=O
→ -21	23
CC1CCN(S(=O)(=O)c2cccc(C(=O)O)c2)CC1
→ -146	76
O=C(c1ccc2c(c1)OCO2)N1CCN=C1SCc1cccnc1
→ 12	36
CCOC(=O)c1sc2ncn(/N=C/N(C)C)c(=O)c2c1C
→ ?	nt
Cc1c(Cl)cccc1N1C(=O)c2ccccc2C1=O
→ 54	8.7
Cc1nc2cncc(Br)c2n1C
→ 27	24
CC(C)Oc1ccc(C(=O)NCc2ccco2)cc1
→ -56	72
COc1ccc(OC)c(S(=O)(=O)Nc2ccc(F)cc2)c1
→ -44	47
Cc1sc2nnn(CC(=O)N3CCN(C(=O)c4ccco4)CC3)c(=O)c2c1C
→ 41	9.8
CCOC(=O)c1sc(NC(=O)CSc2nnnn2-c2ccc(C)cc2)c(C(=O)OCC)c1C
→ 11	32

# Complete entries as entered above.
# Profile of COc1ccc(OC)c(S(=O)(=O)Nc2ccc(F)cc2)c1 : mHtt clearance: -44; mHtt clearance grain fraction: 47
# Profile of Cc1nc2cncc(Br)c2n1C : mHtt clearance: 27; mHtt clearance grain fraction: 24

# More entries.
# Below each SMILES – mHtt clearance	mHtt clearance grain fraction
O=S(=O)(NCC1CCCO1)c1cccc2nsnc12 (configuration not stated)
→ 20	29
COc1cc(/C=N/NC(=O)CCc2ccccc2)ccc1O
→ 40	13
CCOC(=O)c1ccc(NC(=O)CCn2nnc3ccccc32)cc1
→ -72	31
Cc1csc(NC(=O)CSc2nnc(Cn3c(=O)sc4ccccc43)n2-c2ccccc2)n1
→ -18	40
CS(C)(=O)=NS(=O)(=O)c1ccc(Cl)cc1
→ -5	33
COc1ccc(CNn2c(C)nc3ccccc3c2=O)cc1
→ 12	30
COc1cc(OC)c(OC)cc1/C=N/n1c(C)nnc1C
→ -8	39
O=S(=O)(c1ccc(Cl)cc1)N1c2ccccc2Oc2nc3ccccc3nc21
→ 1	18
CCC1(CC)N([O-])C(C)=C(c2ccccc2)[N+]1=O
→ -52	60

# A portion of the library. The share of hits here may be higher or lower than overall.
